Compound activity deposited in PubChem BioAssay by several laboratories.
STK33 kinase inh: human STK33 kinase inhibition. Q9BYT3. purified STK33, MBP phosphorylation, ADP-Glo luminescence. inhibition, % at 10 µM. hit rate 0.073% among 320,000;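 active = inhibition at or above 25%, using the most active replicate where run in duplicate; inactive = inhibition below 25%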
Target sequence (Q9BYT3 whole entry, looked up): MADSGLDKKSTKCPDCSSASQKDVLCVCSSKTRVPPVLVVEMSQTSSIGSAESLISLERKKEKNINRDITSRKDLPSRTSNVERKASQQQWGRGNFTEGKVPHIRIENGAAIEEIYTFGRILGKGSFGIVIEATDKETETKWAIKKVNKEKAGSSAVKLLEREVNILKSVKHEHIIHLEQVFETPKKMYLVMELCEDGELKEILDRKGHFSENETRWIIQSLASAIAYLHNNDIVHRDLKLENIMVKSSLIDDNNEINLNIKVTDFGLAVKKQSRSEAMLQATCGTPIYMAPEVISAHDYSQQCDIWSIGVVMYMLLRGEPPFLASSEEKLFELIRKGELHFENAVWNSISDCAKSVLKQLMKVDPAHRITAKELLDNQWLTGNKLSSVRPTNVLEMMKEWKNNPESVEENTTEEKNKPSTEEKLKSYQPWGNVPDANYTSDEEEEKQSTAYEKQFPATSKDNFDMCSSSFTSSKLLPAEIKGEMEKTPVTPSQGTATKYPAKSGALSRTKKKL
KCNQ2 block: KCNQ2 channel blockers in CHO-K1 cells – cell-based, FluxOR thallium flux, B-score, primary screen (AID 2156). 20 min; active compounds read low. B-score at 10 µM. hit rate 1.1% among 310,000;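 active = fluorescence ratio B-score at most minus 3 library SDs, with starting brightness B-score within 2 library SDs, cut at about -5.5 in these data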
Kir21 block: blocks the mouse Kir2.1 inward-rectifier potassium channel; hit rate 0.85% among 310,000; HEK293-Kir2.1, FluxOR thallium flux fluorescence; active compounds read low; AID 1672; B-score at 10 µM; P35561;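 active = fluorescence ratio B-score at or below minus 3 SD of library scores, with starting-brightness B-score within 2 SD, cut at about -4.2 in these data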;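 also: channel flux triggered by added potassium and thallium sulfate stimulus; B-score of peak minus minimum fluorescence over baseline after thallium stimulus; more negative B-score means stronger Kir2.1 block with less thallium influx; some compounds called inactive have numbers as strong as hits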
Target sequence (P35561 whole entry, looked up): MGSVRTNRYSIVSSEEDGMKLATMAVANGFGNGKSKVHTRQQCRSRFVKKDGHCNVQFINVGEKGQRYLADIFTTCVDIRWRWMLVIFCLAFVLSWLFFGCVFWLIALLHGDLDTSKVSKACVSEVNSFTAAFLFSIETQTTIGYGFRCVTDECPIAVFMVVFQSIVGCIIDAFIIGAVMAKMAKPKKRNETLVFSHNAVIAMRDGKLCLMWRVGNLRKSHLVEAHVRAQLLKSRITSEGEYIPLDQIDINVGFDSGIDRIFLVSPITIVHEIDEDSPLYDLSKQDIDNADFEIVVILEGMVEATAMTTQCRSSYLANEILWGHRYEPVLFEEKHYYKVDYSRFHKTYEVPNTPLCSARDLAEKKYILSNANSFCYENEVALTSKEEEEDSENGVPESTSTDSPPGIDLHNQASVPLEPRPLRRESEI
An asterisk follows results filed as active; i = inactive; · = no result given.

SMILES	STK33 kinase inh	KCNQ2 block	Kir21 block
Cc1cc(NC(=O)c2ccc([N+](=O)[O-])cc2Cl)ccc1NC(=O)c1ccco1	2.6	i	1.18
CCN(CC)C(=O)c1ccc(CS(=O)(=O)c2ccc(Br)cc2)cc1	0.6	i	-1.13
COC(=O)c1sc(NC(=S)NC(=O)c2cc(OC)c(OC)c(OC)c2)nc1C	-1.8	i	0.05
Cc1cc(C)c(C(=O)Cn2nc(C(=O)O)c3ccccc3c2=O)cc1C	-0.5	i	0.25
COc1ccc(OCC(=O)Nc2ccc(S(=O)(=O)N3CCCCCC3)cc2)cc1	0.7	i	-2.7
Cc1nnc(SCCn2c(N3CCC(C)CC3)nc3c2c(=O)[nH]c(=O)n3C)s1	-0.2	i	-0.02
CCCOc1ccc(C2NC(=S)NC(c3ccccc3)=C2C(=O)Nc2ccc(C)cc2)cc1OC (stereo not given)	-1.1	i	2.61
O=[N+]([O-])c1ccccc1/C=C/c1ccc2ccccc2n1	-0.2	i	0.59
Cc1ccc(N2C(=O)CC(Nc3cccc4ccccc34)C2=O)cc1 (stereo not given)	-2.7	i	-1.74
CCOC(=O)Nc1ccc2c(c1)Sc1ccccc1N2C(=O)CCN1CCOCC1	-0.9	i	-0.04
COC(=O)NNC(=S)Nc1ccc(Br)cc1	-0.4	i	-0.92
COc1ccccc1CC(=O)Nc1ccc(-c2noc(COc3ccc(Cl)c(C)c3)n2)cc1	0.0	i	-0.04
Nc1n[nH]c2cccc(Cl)c12	-0.8	i	0.09
Cc1cc(C(=O)NC2CCCCC2)c(C)n1-c1ccc(F)cc1	-0.3	i	0.09
COc1ccccc1/C=C\C(=O)NCC(=O)N/N=C/c1ccc(O)cc1O	0.3	i	-0.23
Cc1cc(O)c(N=Cc2cc3c(cc2[N+](=O)[O-])OCO3)cc1C	0.6	i	0.53
COc1ccc(CNC(=O)CC2C(=O)NCCN2CC(C)(C)C)c(OC)c1 (stereo not given)	-0.1	i	0.47
Cc1ccc(S(=O)(=O)CCNC(=O)Cc2ccccc2)cc1	-1.1	i	1.06
CC(=O)Nc1ccc(S(=O)(=O)N2CCC(C(=O)c3ccc(F)cc3)CC2)cc1	0.0	i	-0.04
CCOC(=O)c1ccc(NC(=S)N(CCCN2CCCC(C)C2)Cc2ccco2)cc1 (stereo not given)	-0.7	i	-0.93
CC1CCCN(C(=O)Cc2cccc3ccccc23)C1 (stereo not given)	0.9	i	0.85
CCn1c(O)c(N=NC(=O)C2C(=O)NCC2c2ccccc2)c2ccccc21 (stereo not given)	-1.8	i	0.5
CCCOc1ccc(-c2c(C(=O)N/N=C/c3ccc(C)cc3)nnn2-c2nonc2N)cc1	-0.8	i	0.86
COc1ccc(C)cc1NS(=O)(=O)c1cn(C)nc1C	-2.3	i	0.97
COCc1cc(=O)[nH]c(N2CCN(c3ccccc3OC)CC2)n1	-5.9	i	-2.62

Quoted from the listing.
`COc1ccc(OCC(=O)Nc2ccc(S(=O)(=O)N3CCCCCC3)cc2)cc1` in STK33 kinase inh → 0.7
`CC(=O)Nc1ccc(S(=O)(=O)N2CCC(C(=O)c3ccc(F)cc3)CC2)cc1` in STK33 kinase inh → 0.0
`COC(=O)NNC(=S)Nc1ccc(Br)cc1` in STK33 kinase inh → -0.4
`CCN(CC)C(=O)c1ccc(CS(=O)(=O)c2ccc(Br)cc2)cc1` in Kir21 block → -1.13

(cont.)
SMILES	STK33 kinase inh	KCNQ2 block	Kir21 block
O=C(CCS(=O)(=O)c1ccccc1)NC1CCCC1	-0.1	i	1.02
Cc1ccccc1NC(=S)N(CCc1c(C)[nH]c2ccc(F)cc12)Cc1cccnc1	-0.8	i	0.72
CC1=CC(C)(C)n2c(O)c(C3=NC(=S)NC3=O)c3cc(OC(=O)c4cccc5ccccc45)cc1c32	0.7	i	-0.23
Cc1cccc(S(=O)(=O)NCCC(=O)OC(C)C(=O)NC(=O)NC2CCCCC2)c1 (stereo not given)	-0.9	i	-0.81
N#CCCN(C(=O)COC(=O)c1ccc2c(=O)n3c(nc2c1)CCC3)c1ccc(F)cc1	-2.3	i	0.15
COc1cccc(CNC(=O)c2ccc(COc3ccccc3)cc2)c1	-3.5	i	-0.22
N#CC1=C(SCc2ccccc2)NC(=O)CC1c1ccco1 (stereo not given)	0.5	i	-9.08*
Cc1cccc(NC(=O)[C@H](Cc2ccccc2)NC(=O)OCc2ccccc2)c1	-1.6	i	0.01
CCCCSc1oc(-c2ccco2)nc1S(=O)(=O)c1ccccc1	-0.3	i	-0.22
Cc1ccc(S(=O)(=O)Nc2ccc(N3CCOCC3)cc2)cc1C	-0.5	i	0.47
Cc1ccc(OCc2nnc(SCC(=O)Nc3ccc4c(c3)OCO4)n2C)cc1	0.9	i	1.95
CC1(C)CC(=O)c2c(oc3cc(O)c(O)cc23)C1	-1.1	i	-0.55
O=C(Nc1cccc(S(=O)(=O)Nc2ccccc2F)c1)c1ccc2ccccc2n1	0.2	i	0.62
O=c1c(Sc2ccccc2)c(C(F)(F)F)[nH]n1-c1ccccc1	-0.7	i	1.19
CCCCCCCCCCC(=O)Nc1cccnc1	0.0	i	-1.09
Cc1ccc(CNC(=O)CCC2CCCN(C(=O)c3ccc4c(c3)OCO4)C2)o1 (stereo not given)	0.3	i	-0.11
CCN(CC)C(=O)N1CCN(C(=O)N2CCOCC2)CC1	-0.4	i	1.46
Cc1ccc(S(=O)(=O)NC(CC(C)C)C(=O)N2CCCCCCC2)cc1 (stereo not given)	0.2	i	-3.45
COc1ccccc1N1C(=O)N(C(C)=O)C2C1Nc1ccccc1N2C (stereo not given)	-2.1	i	-1.62
CSc1ccccc1OCc1cc(C(=O)N(C)C(C)c2ccccn2)no1 (stereo not given)	0.3	i	-0.66
O=S(=O)(O)c1nc2ccccc2n1Cc1ccc(Cl)cc1	-1.3	i	-0.09
Cc1ccc(CNC(=O)C2CC(c3ccccc3[N+](=O)[O-])=NO2)o1 (stereo not given)	-0.3	i	0.6
O=C(NCCO)c1cccc(Nc2nc(-c3ccccc3)c3cc(Cl)ccc3n2)c1	1.5	i	-0.52
O=c1[nH]c2cc3c(cc2cc1C(c1nnnn1CC1CCCO1)N1CCCCCC1)OCCO3 (stereo not given)	-0.2	i	0.11
O=C(Nc1ccc(N2CCCC2)cc1)c1cc2ccccc2o1	13.9	i	-0.34
CCOc1ccc(N(CC(=O)NCCOc2ccc(C)cc2)S(=O)(=O)c2ccccc2)cc1	0.0	i	0.24
O=C(c1ccc(S(=O)(=O)N2CCOCC2)cc1)N1CCc2ccccc21	0.7	i	0.24
COc1cc(/C=N/NC(=O)NC2CCCCC2)cc(OC)c1O	-1.2	i	-0.06
Cc1ccc(S(=O)(=O)Cc2ccc(C(=O)NC3CCCCCC3)o2)cc1	-1.4	i	-1.53
O=c1cccccc1NN=C1CCCCCC1	-1.1	i	0.44
N#Cc1nc(-c2ccc(Cl)cc2)oc1NCC1CCCO1 (stereo not given)	1.1	i	-1.62
CN(C)S(=O)(=O)c1cc(NC(=O)CN2CCOCC2)ccc1Cl	-1.3	i	-0.92
CCOC(=O)N1CCC(NC(=O)CN2C(=O)C(CC)Oc3ccc(C)cc32)CC1 (stereo not given)	-1.4	i	0.7
COc1ccccc1C(=O)N(C1=NC(C)CS1)c1ccc(Cl)cc1 (stereo not given)	-0.5	i	3.01
Cc1cc(C)n2nc(SCC(=O)c3ccccc3)nc2n1	0.2	i	-1.01
CCOc1ccc(N(CC(=O)NCc2ccco2)C(=O)CCC(=O)Nc2nccs2)cc1	0.0	i	0.21
CCCn1c(N)c(C(=O)CSc2nnc(C3CC3)n2Cc2ccccc2)c(=O)[nH]c1=O	0.0	i	-0.17
COc1ccccc1OCc1nnc(SCC(=O)N2CCCCC2)o1	·	i	0.82
CCN(CC)c1ccc(/C=N/NC(=O)CNC(=O)C2COc3ccccc3O2)c(O)c1 (stereo not given)	-1.0	i	-1.34
CC(C)NC(=O)c1cc(-n2cnnc2)ccc1Cl	-1.1	i	2.17
Cc1nc(SCc2ccccc2C#N)n[nH]1	-1.6	i	0.41
CCOC(=O)N1CCN(C(=O)CN(c2ccc(OCc3ccccc3)cc2)S(C)(=O)=O)CC1	-0.4	i	1.62
Cc1ccc(-c2cn3cccnc3n2)cc1NC(=O)c1ccc(Br)o1	-0.4	i	0.07
Cc1oc(-c2ccoc2)nc1CN(CC1CCC(=O)N1)C(C)C (stereo not given)	-0.2	i	-0.78
COc1ccc(C2c3c(n[nH]c3C)CC(C)(O)C2C(C)=O)cc1OC (stereo not given)	-0.8	i	-0.86
CC(NC(=O)c1cc2ccccc2o1)C(=O)O (stereo not given)	5.9	i	0.31
O=C(Nc1nc(-c2ccc(Cl)s2)cs1)c1ccccc1	-1.1	i	-0.73
COC(=O)CCC(=O)CN	-1.6	i	-1.42
CCOC(=O)CC(NC(=O)c1cc2cc(Br)ccc2oc1=O)c1cccc([N+](=O)[O-])c1 (stereo not given)	·	i	0.08
O=C1CCCc2sccc2N1	-2.5	i	1.71

Whole records as entered above. Values in the order: STK33 kinase inh, KCNQ2 block, Kir21 block
CN(C)S(=O)(=O)c1cc(NC(=O)CN2CCOCC2)ccc1Cl reads -1.3, i, -0.92
COc1cc(/C=N/NC(=O)NC2CCCCC2)cc(OC)c1O reads -1.2, i, -0.06
COC(=O)NNC(=S)Nc1ccc(Br)cc1 reads -0.4, i, -0.92

(continued)
SMILES	STK33 kinase inh	KCNQ2 block	Kir21 block
O=C(NCC(=O)N1CCCC(C(F)(F)F)C1)c1ccc(Oc2ccccc2)cc1 (stereo not given)	-1.6	i	1.26
CCOC(=O)C1CCN(C(=O)COc2ccc(S(=O)(=O)NC(C)(C)C)cc2)CC1	0.7	i	2.08
Cn1c(=O)c(=O)n(C)c2cc(S(=O)(=O)N3CCN(c4ccc(F)cc4)CC3)ccc21	-2.8	i	0.06
CC[n+]1c(C)sc2c3ccsc3ccc21	-0.7	i	2.11
CCc1ccccc1NS(=O)(=O)c1cc2c3c(c1)CCN3C(=O)CC2	·	i	-3.9
CC(C)Oc1cccc(OCCN2C(=O)c3ccccc3C2=O)c1	-0.7	i	1.04
O=C(CSc1nnc(Cc2cc(=O)[nH]c(=O)[nH]2)n1-c1ccccc1)N1CCCCC1	2.7	i	0.39
COc1ccc(C(=O)N/C(=C\c2ccccc2)C(=O)N2CCOCC2)cc1	-0.4	i	-0.92
O=C(CCCOC(=O)c1ccc(O)cc1O)c1ccc(F)cc1	-1.1	i	0.21
Cc1ccccc1N1CCN(C2CCCN(C(=O)CCn3cnnn3)C2)CC1 (stereo not given)	-1.8	i	0.6
CCc1nnc(NC(=O)CSc2nnc(C3CCCCC3)n2-c2ccccc2)s1	-0.7	i	-0.41
COc1cc2c3c(c1OC)C1(C=CC(=NNC(N)=O)C=C1)CC3N(C(C)=O)CC2 (stereo not given)	-0.6	i	-0.88
Cc1ccc(NC(=O)CN(C)C(=O)Cc2ccc(Cl)c(Cl)c2)cc1	0.0	i	0.64
CCOC(=O)[C@@H]1[C@H]2COc3ccc(Br)cc3[C@@H]2N2C(=O)N(c3ccccc3)C(=O)[C@@]12C	-0.6	i	-0.3
C/C(CC(=O)NC(C)c1ccccc1)=N\NC(N)=S (stereo not given)	-0.6	i	-0.61
CC(=O)NNC(=S)Nc1cc(S(=O)(=O)N(C)C)ccc1C	-0.8	i	0.14
COc1ccc(C(=O)NC(=S)NCc2ccccc2)cc1OC	-1.2	i	0.5
CC(=O)c1sc2nc(-c3ccco3)ccc2c1N	7.2	i	-3.75
COc1ccc2c(C)c(CC(=O)N3C[C@H]4C[C@@H](C3)c3cccc(=O)n3C4)c(=O)oc2c1OC	-0.9	i	0.85
O=C(NCCN1CCOCC1)C1CC(=O)N(c2ccc(F)cc2)C1 (stereo not given)	-0.6	i	0.37
Cc1ccc(-n2c(SCC(=O)Nc3ccc4c(c3)OCCO4)nnc2-c2ccco2)cc1	-1.2	i	-0.18
CC12CC(NC(=O)N1c1cccc(C(=O)NCc3ccccc3)c1)c1ccccc1O2 (stereo not given)	0.2	i	-0.63
CC1CCN(C(=S)NC(=O)c2ccc(C(C)(C)C)cc2)CC1	·	i	1.14
Cc1ccc(-c2cc(C(=O)NCc3ccco3)c3ccccc3n2)s1	4.6	i	0.55
O=C(c1ccco1)N1CCN(C(=O)c2cc3cc([N+](=O)[O-])ccc3oc2=O)CC1	-1.5	i	1.92
COc1ccc(/C=C/C(=O)NCCOc2ccc(C)cc2)cc1	-0.2	i	-0.91
COc1cc(C2NC(=S)NC(c3ccccc3)=C2C(C)=O)ccc1O (stereo not given)	-2.2	i	-0.44
Cc1ccc(-c2nnc(SCC(C)C)n2C)cc1	-0.7	i	0.31
CC(=O)NC(Cc1ccc(F)cc1)C(=O)NC1CCN(C(=O)NCc2ccccc2)CC1 (stereo not given)	-1.8	i	1.44
C[C@@H](CN1C2=NC[C@H](C)N2C[C@H]1Cc1ccc(O)cc1)NC(=O)CCC1CCCCC1	1.1	i	0.36
CCN(CC)c1ccc([N+](=O)[O-])cc1C(=O)N1CCOCC1	-0.6	i	-1.64
